Assay outcomes from PubChem.
SSB-PriA inh – blocks PriA binding to SSB C-terminal tail. AlphaScreen SSBct-PriA binding, biotinylated peptide. inhibition, % at 33 µM. actives 0.6% (n = 430,000); in the data active means inhibition mostly above about 37%, no sharp cut-off; inactive means mostly below about 20%;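 further: plate controls were negative control peptide for no effect and reference peptide for full effect; strong numbers were not always called active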
BoNT A protease – blocks Botulinum neurotoxin A light chain protease; multiplex microsphere protease substrate cleavage, flow cytometry; actives 0.17% (n = 360,000); inhibition, % at 10 µM; further: plate controls were buffer without enzyme for full effect and enzyme alone for no effect
SARS 3CLpro inh – SARS-CoV 3CLpro protease inhibition. recombinant SARS-CoV 3CLpro, quenched FRET peptide cleavage. inhibition, % at 6 µM. actives 0.14% (n = 290,000); in the data active means inhibition above about 12%
CCHFV vOTU inh – CCHFV vOTU protease inhibition. Pep-AMC fluorescence. inhibition, % at 11.5 µM. actives 0.55% (n = 370,000). AID 651958; in the data active means inhibition above about 30%; further: 0% = vehicle wells with enzyme and 100% = no enzyme wells
MazF activator – increases E. coli MazEF RNase cleavage of RNA. FAM/BHQ RNA-DNA oligo cleavage fluorescence, 5 h. actives 0.32% (n = 350,000). activation, % at 20 µM. P0AE70; in the data active means activation above about 50%
Target sequence (P0AE70 whole entry, looked up): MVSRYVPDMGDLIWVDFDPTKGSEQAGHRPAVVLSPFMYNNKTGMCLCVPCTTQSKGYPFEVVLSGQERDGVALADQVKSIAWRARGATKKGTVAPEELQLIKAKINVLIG
Rv3671c inh – Rv3671c (M. tuberculosis) protease inhibition; P9WHR9; inhibition, % at 5.96 µM; actives 0.048% (n = 320,000); AID 2606; in the data active means inhibition above about 38%;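 further: extracellular domain of Rv3671c used as enzyme; 0% = enzyme with DMSO and 100% = no enzyme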
PrPC surface inh – cell surface PrPC inhibition, primary TR-FRET screen | actives 0.43% (n = 370,000) | P04156 | TR-FRET read-out | inhibition, % at 13.8 µM; in the data active means inhibition above about 24%; further: 0% = median of the test wells and 100% = reference compound wells
Anthrax LF inh2 – anthrax lethal factor protease inhibition; P15917; multiplex microsphere protease cleavage assay, LF; inhibition, % at 10 µM; actives 0.12% (n = 360,000); AID 588501; further: plate controls were buffer without enzyme for full effect and enzyme alone for no effect
Target sequence (P15917 whole entry, looked up): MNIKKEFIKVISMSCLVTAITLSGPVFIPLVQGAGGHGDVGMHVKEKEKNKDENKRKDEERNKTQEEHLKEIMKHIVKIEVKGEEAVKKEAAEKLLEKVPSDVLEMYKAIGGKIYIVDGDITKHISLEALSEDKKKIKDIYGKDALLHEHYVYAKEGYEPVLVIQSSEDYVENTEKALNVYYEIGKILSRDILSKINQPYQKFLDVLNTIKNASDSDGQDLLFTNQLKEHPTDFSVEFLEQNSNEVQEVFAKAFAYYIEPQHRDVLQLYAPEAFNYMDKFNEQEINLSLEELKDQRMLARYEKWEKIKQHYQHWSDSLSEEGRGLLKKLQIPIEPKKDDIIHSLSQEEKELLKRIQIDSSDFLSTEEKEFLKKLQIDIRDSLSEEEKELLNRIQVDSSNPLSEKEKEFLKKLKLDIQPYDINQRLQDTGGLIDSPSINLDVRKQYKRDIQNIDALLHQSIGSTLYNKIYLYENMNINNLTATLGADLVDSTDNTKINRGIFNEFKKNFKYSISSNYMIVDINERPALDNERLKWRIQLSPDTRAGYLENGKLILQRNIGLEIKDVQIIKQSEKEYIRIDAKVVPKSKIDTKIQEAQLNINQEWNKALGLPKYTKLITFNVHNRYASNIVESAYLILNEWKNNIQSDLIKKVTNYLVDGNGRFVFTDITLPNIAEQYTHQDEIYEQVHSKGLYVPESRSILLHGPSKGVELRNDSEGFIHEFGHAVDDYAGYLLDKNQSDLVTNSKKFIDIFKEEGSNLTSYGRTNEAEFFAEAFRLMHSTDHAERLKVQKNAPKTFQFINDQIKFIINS
BoNT F protease – inhibitors of Botulinum neurotoxin F light chain protease | Multiplex microsphere protease cleavage assay, flow cytometry | inhibition, % at 10 µM | actives 0.22% (n = 360,000) | AID 588497; in the data active means inhibition above about 35%, passing the limit was not always enough; inconclusive means no clear call, values can overlap the other calls; further: plate controls were buffer without enzyme for full effect and enzyme alone for no effect
VHR inh abs – blocks human VHR1 dual specificity phosphatase; recombinant VHR phosphatase, pNPP absorbance; P51452; inhibition, % at 13.3 µM; actives 0.52% (n = 290,000); in the data active means inhibition above about 50%; further: some compounds called inactive have numbers as strong as hits
Target sequence (P51452 whole entry, looked up): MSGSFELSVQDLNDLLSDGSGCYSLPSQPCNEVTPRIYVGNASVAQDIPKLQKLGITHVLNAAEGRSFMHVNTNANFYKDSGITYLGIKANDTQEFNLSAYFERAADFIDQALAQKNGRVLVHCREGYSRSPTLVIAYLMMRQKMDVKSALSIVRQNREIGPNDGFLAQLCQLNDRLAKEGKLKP
Active calls of the source: *; ? = inconclusive; · = not tested or not shown; & = joins results of further samples. Unless noted, no stated cut-off is given here; in the data, active means inhibition above about 30%; inconclusive means no clear call, values can overlap the other calls; inactive means below that.

SMILES	SSB-PriA inh	BoNT A protease	SARS 3CLpro inh	CCHFV vOTU inh	MazF activator	Rv3671c inh	PrPC surface inh	Anthrax LF inh2	BoNT F protease	VHR inh abs
COc1ccccc1CNc1nc(-c2ccccc2CO)c2sccc2n1	·	0.2	·	-57.4	·	·	0.3	-4.3	1.1	·
CCOC(=O)NC(Nc1nnc(SCC)s1)(C(F)(F)F)C(F)(F)F	-17.4	-0.6	6.7	10.6	-3.8	-3.6	11.6	2.8	-9.2	22.1
COc1ccc(C)cc1NC(=O)C(OC(=O)C1=NNC(=O)CC1)c1ccccc1 (configuration not stated)	-2.7	-0.7	·	-10.3	-0.4	9.4	-0.3	4.3	-2.0	·
NC(COCc1ccccc1)c1csc(NC(=O)Nc2cccc(C(F)(F)F)c2)n1 (configuration not stated)	·	-0.4	·	6.1	·	·	4.9	-2.6	-26.7	·
CC(=O)Nc1ccc(S(=O)(=O)N(Cc2ccccc2)c2ccccn2)cc1	-0.7	1.1	-4.7	-6.7	11.0	2.4	-1.3	-0.2	?	2.3
Cc1ccc(CNC(=O)C2CC(c3cccc([N+](=O)[O-])c3)=NO2)o1 (configuration not stated)	-16.9	-0.5	-0.9	-2.2	2.6	6.0	-12.5	-11.7	2.4	30.4
Cc1cc(C)cc(C(N)=Nc2cccc(C#N)c2)c1	4.3	-1.2	0.1	-3.4	15.2	4.1	4.7	-2.3	10.0	·
Cc1ccnn1Cc1cc(C(=O)O)c2ccccc2n1	-23.8	-0.2	1.1	-12.6	3.3	-0.2	-3.2	-1.2	-0.7	-4.4
N#Cc1ccc(NC(=O)Cn2cnc(S(=O)(=O)N3CCOCC3)c2)cc1	-7.6	1.1	3.3	·	-2.4	-0.2	·	0.3	0.6	-1.9
Cc1ccc(NC(=O)C2CCCN2C(=O)Oc2ccccc2)c(C)c1 (configuration not stated)	-2.2	-2.6	-1.9	-3.5	1.2	2.3	9.2	-3.1	-16.9	14.7
CC(=O)c1sc(NC(=O)C=C(C)C)nc1C	-8.9	-2.2	-0.5	7.0	11.5	0.3	-3.4	-5.0	-2.7	-23.2
CCCCCCN1C[C@H](n2cc(C3CC3)nn2)[C@@H](O)C[C@@H]1c1ccccc1	·	-0.1	·	25.2	-19.2	·	2.9	-3.5	-3.3	·
O=C(CCC(=O)OCC(F)(F)C(F)F)NCc1ccccc1	-8.0	-0.8	2.7	-11.2	0.5	7.9	1.8	-8.6	-1.7	-0.2
O=C(N/N=C/c1cc([N+](=O)[O-])ccc1O)c1ccncc1	·	-0.4	2.6	17.0	3.9	22.3	1.6	-0.1	-7.5	20.1
CN(CC(=O)Nc1cccnc1)S(=O)(=O)c1ccccc1	-20.8	15.9	-0.7	-10.0	-0.4	-2.5	-0.7	-5.7	21.9	13.3
Cc1ccc(N(Cc2ccc([N+](=O)[O-])cc2)C(=O)c2ccco2)cc1C	20.6	-0.7	5.3	-2.7	3.1	1.5	0.6	1.1	-2.1	-1.7
CCn1nc(NC(=O)COC)c2cc3cc(C)ccc3nc21	-3.4	-10.3	-1.4	-21.9	2.1	7.3	-9.4	-1.7	12.2	24.0
Cn1c(=O)c2c(SCC(=O)NC3CCCC3)nc(CC(C)(C)C)nc2n(C)c1=O	-11.6	-1.4	-2.4	15.4	1.8	2.6	-6.6	1.4	-1.3	4.7
O=C(Nc1ccc(Br)cn1)c1ccc(Br)s1	-8.6	-1.4	8.0	-2.8	22.7	-15.0	28.3*	-6.8	-7.7	14.6
CCCCOC(=O)CSc1nnc(-c2cc(OC)c(OC)c(OC)c2)o1	-30.8	?	-1.3	-3.9	2.9	-5.4	5.1	?	?	23.5
Cn1c(=O)[nH]c(=O)c2c1nc(N1CCCC1)n2CCCSc1nnnn1-c1ccccc1	-15.2	-0.4	-0.9	4.9	-1.7	0.3	0.4	-1.5	-0.8	-0.8
CN(C)c1ccc(/C=C/C(=O)c2ccccc2O)cc1	-3.0	1.7	-3.2	-4.5	-34.9	-1.5	-3.9	0.5	3.0	11.9
COc1ccccc1C(=O)Nc1ccc(S(=O)(=O)N2CCc3ccccc32)cc1	-6.4	-0.6	1.7	-8.3	-10.0	-31.5	-0.6	-5.2	-14.9	16.1
COc1ccc(N2CC(C(=O)N3CCN(S(=O)(=O)c4ccc(F)c(F)c4)CC3)CC2=O)c(OC)c1 (configuration not stated)	-2.2	1.3	·	-10.2	-2.5	·	1.2	4.7	-7.6	·
O=C(Cc1ccc(Br)cc1)Nc1ccc(Cl)cc1	-11.0	-1.2	2.0	10.7	-30.2	-8.8	13.5	-0.8	-3.6	7.8

A run of entries taken from the entries so far, as a working copy:
SMILES	SSB-PriA inh	BoNT A protease	SARS 3CLpro inh	CCHFV vOTU inh	MazF activator	Rv3671c inh	PrPC surface inh	Anthrax LF inh2	BoNT F protease	VHR inh abs
COc1ccccc1CNc1nc(-c2ccccc2CO)c2sccc2n1	·	0.2	·	-57.4	·	·	0.3	-4.3	1.1	·
CCOC(=O)NC(Nc1nnc(SCC)s1)(C(F)(F)F)C(F)(F)F	-17.4	-0.6	6.7	10.6	-3.8	-3.6	11.6	2.8	-9.2	22.1
COc1ccc(C)cc1NC(=O)C(OC(=O)C1=NNC(=O)CC1)c1ccccc1 (configuration not stated)	-2.7	-0.7	·	-10.3	-0.4	9.4	-0.3	4.3	-2.0	·

New compounds follow:
SMILES	SSB-PriA inh	BoNT A protease	SARS 3CLpro inh	CCHFV vOTU inh	MazF activator	Rv3671c inh	PrPC surface inh	Anthrax LF inh2	BoNT F protease	VHR inh abs
C[C@@H]1CC=C[C@H]2[C@H]1C(=O)N(Cc1ccccc1)[C@H]2c1ccc(-c2ccc(N(C)C)cc2)cc1F	14.4	-0.1	·	2.2	-15.1	-19.7	-5.3	-9.2	-7.4	-4.1
Fc1cccc(Cl)c1CSC1=NCCS1	-14.5	0.1	-4.5	13.8	-9.5	-11.6	3.3	-4.1	24.5	-30.3
Cc1ccc(CNC(=O)CCS(=O)(=O)c2ccc3c(c2)oc(=O)n3C)cc1	-5.5	0.3	3.6	9.4	5.0	-5.0	3.4	-4.7	-4.3	3.7
CCCNC(=O)NC(=O)COc1c(F)c(F)cc(F)c1F	-5.5	-1.3	-5.2	1.1	2.5	-2.1	-4.8	0.4	-8.6	31.6
COCCCn1c(SCC(=O)Nc2ccc(C)cc2)nc2ccccc2c1=O	-0.1	-0.4	6.0	0.5	1.6	-0.8	-4.4	0.5	-2.5	8.5
COC(=O)c1ccc2nc(NC(=O)C(C)C)sc2c1	-10.5	-0.6	-2.5	-8.2	5.5	-3.4	-1.6	-0.5	-0.5	16.0
COc1cc(C(=O)N2CCCCC2c2cc(C(=O)NCc3cccnc3)no2)cc(OC)c1C (configuration not stated)	·	0.1	·	15.4	·	·	-5.7	-7.8	-5.0	·
Cc1nc2c(ccc3nc(NC(=O)c4ccc(S(=O)(=O)N(C)C)cc4)sc32)s1	1.8	0.2	-2.5	6.1	-3.3	-6.5	4.1	-10.4	-0.5	21.3
CC(=O)c1ccc2c3c(ccc([N+](=O)[O-])c13)CC2	-17.0	0.2	·	9.0	2.5	·	-17.7	3.0	-1.0	·
CCOC(=O)c1[nH]c2c(c1-c1ccc(OC)cc1)C(=O)CC(c1ccc(OC)c(OC)c1)C2 (configuration not stated)	4.3	-0.5	1.6	2.0	3.2	-7.1	-7.6	0.9	-3.5	-14.8
O=C(Nc1cc(F)cc(F)c1)c1ccc(NCCc2ccccc2)c([N+](=O)[O-])c1	-7.6	-0.8	1.1	3.2	551.6*	-2.8	0.0	1.3	4.9	29.3
CCc1ccc(NS(=O)(=O)c2ccc3c(c2)oc(=O)n3C)cc1	-7.7	-1.5	3.1	-5.9	-2.6	-1.5	10.7	-4.6	12.2	17.2
Cc1ccc(N(CC(=O)NN=C2CCN(C)CC2)S(=O)(=O)c2ccccc2)c(C)c1	-6.0	0.5	4.3	4.1	-4.3	-21.4	0.8	1.0	2.8	4.0
COc1ccccc1C(=O)Oc1ccc2c(c1)O/C(=C\c1ccncc1)C2=O	-0.5	2.4	5.3	1.8	206.3*	-6.2	-7.1	-2.1	7.0	-2.5
CCOc1ccc(C(=O)N/N=C/c2c(C)[nH]c(=O)[nH]c2=O)cc1	·	·	-2.7	5.2	·	3.5	-4.2	·	·	8.4
COCc1ccc(C(=O)NCC2(N3CCCCC3)CCCCC2)cc1	-7.3	-4.3	2.2	5.8	0.4	1.1	5.0	-9.4	-12.8	19.7
O=C(O)Cc1c(C(=O)O)[nH]c2ccc(C(=O)O)cc12	-4.0	-0.4	2.3	-6.0	-1.4	-1.9	2.0	0.2	-0.3	4.8
CSc1ccc(Cl)c(C(=O)OCC(=O)N2CC(C)OC(C)C2)c1 (configuration not stated)	-18.2	0.0	-0.6	2.9	0.8	-2.1	0.9	0.2	-5.3	14.2
NC(=O)CCc1nc2cc(C(F)(F)F)ccc2n(Cc2ccccc2)c1=O	-1.2	-0.6	-3.5	6.1	4.5	-2.5	-21.9	-5.4	-0.7	26.0
C[C@@H]1CN([C@H](C)CO)C(=O)CCCn2nncc2CO[C@@H]1CN(C)C(=O)c1cc(-c2ccccc2)on1	·	-0.1	·	2.8	1.0	·	5.0	0.5	6.3	·
CCn1c(C)nc2cc(-c3nc4n(n3)Cc3ccccc3-4)ccc21	2.4	0.1	-4.2	·	2.0	-0.5	·	-3.4	-0.4	30.1
COc1ccc(C(=O)Nc2ccccn2)cc1	-4.7	-0.2	-2.3	11.0	6.3	-3.4	6.6	0.4	-1.8	13.3
C/C(N)=C(/C#N)C(=O)CSc1nnc(Nc2c(C)cccc2C)s1	1.0	0.3&-1.2	-2.3	4.3&-7.6	1.4&-2.9	0.9	1.7&1.6	-2.4&1.0	-2.9&-16.6	-2.7
Cc1cc(N/N=C/c2ccccc2O)nc(-c2ccccc2O)n1	·	-0.4	3.9	-6.7	4.3	9.0	-6.7	-2.1	-3.4	-19.5
Cc1cc(Br)c(NC(=O)c2c(-c3c(Cl)cccc3Cl)noc2C)c(Br)c1	-9.7	-0.1	1.5	0.1	7.4	-1.3	3.6	-2.3	-11.5	13.3

Additional compounds
SMILES	SSB-PriA inh	BoNT A protease	SARS 3CLpro inh	CCHFV vOTU inh	MazF activator	Rv3671c inh	PrPC surface inh	Anthrax LF inh2	BoNT F protease	VHR inh abs
CC(C)C(=O)NC(=S)Nc1ccccc1N1CCN(C(=O)c2ccccc2)CC1	-3.2	-0.6	-4.5	3.0	3.4	13.6	-2.1	-4.3	-3.7	13.6
O=C(CCNC(=O)c1ccccc1)Nc1ccc(Cl)c(S(=O)(=O)N2CCCCC2)c1	-9.5	0.0	·	5.0	-0.1	-8.1	3.2	5.0	-1.1	·
O=C(NC1=NCCS1)c1ccc(Cl)c(S(=O)(=O)N2CCc3ccccc32)c1	-6.2	-0.2	2.0	7.2	-0.5	-12.0	-2.4	-0.8	-3.3	3.3
CN(C)c1ccc(NC(=O)C(=O)C2C(=O)Nc3ccccc32)cc1 (configuration not stated)	-2.7	-0.2	-1.7	-10.9	3.3	-3.7	1.2	-9.5	-6.5	13.1
CCOC(=O)c1c(NC(=O)c2ccc(Br)o2)sc(C)c1CC	-43.6	0.2	-3.9	6.4	-10.1	-6.0	-8.1	-3.3	-3.5	8.1
O=C(NCCCN1CCOCC1)c1c(F)cccc1F	-12.7	?	2.5	17.9	-9.5	4.6	4.6	-0.6	-3.8	-0.2
CC1CCC(NC(=O)CSc2nncs2)CC1 (configuration not stated)	·	4.6	·	-2.9	-3.3	3.2	2.3	-2.2	21.8	·
Cc1cccc(C)c1OCC(=O)N/N=C/C=C/c1ccco1	·	0.3	2.3	12.4	7.6	-2.1	1.0	-1.9	-8.2	21.7
CC1CN(CC(=O)NC(C)c2ccccc2)CC(C)O1 (configuration not stated)	10.3	4.3	3.0	2.8	2.8	3.4	-4.4	11.0	3.5	-3.6
CC(C)Oc1c(N2CCOCC2)c(=O)c1=O	-21.6	-0.4	1.6	-13.2	-0.5	3.0	-3.3	-11.5	-3.4	-11.7
Cc1c(NC(=O)Cc2cccs2)cccc1[N+](=O)[O-]	-9.4	0.1	-4.5	6.6	2.0	-6.4	-5.2	0.9	2.9	4.5
O/N=C\c1ccccc1Oc1ccc(F)cc1	·	0.6	1.9	1.4	13.3	4.5	7.7	-2.9	-3.8	11.8

Only part of the results is shown. The share of hits here may be higher or lower than overall.
